U2OS ROS induce: raises reactive oxygen species in U2OS cancer cells | ROS induction (% of piperlongumine), % at 10 µM | 46,000 tested, 2% active | U2OS ROS induction, H2DCF-DA fluorescence | AID 624156; in the data active means ROS induction above about 79%, passing the limit was not always enough; inconclusive means no clear call, values can overlap the other calls;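 further: 0% = DMSO vehicle median and 100% = reference compound median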
An asterisk follows results filed as active; ? = inconclusive.

SMILES | U2OS ROS induce
C[C@@H]1CN([C@@H](C)CO)C(=O)c2cc(NC(=O)CCN3CCOCC3)ccc2O[C@@H]1CN(C)Cc1ccc2c(c1)OCO2 | -10
CC1(C)O[C@@H]2CC3C4C[C@H](F)C5=CC(=O)C=CC5(C)C4C(O)CC3(C)[C@]2(C(=O)CO)O1 (stereo partly specified) | -1
Cc1oc(-c2ccccc2Cl)nc1CSCC(=O)O | -10
C[C@@H]1CN([C@H](C)CO)C(=O)Cc2cc(NS(=O)(=O)c3cn(C)cn3)ccc2O[C@@H]1CN(C)Cc1ccc2c(c1)OCO2 | 1
CCc1ccc(OCC(=O)Nc2ccc(C)cc2[N+](=O)[O-])cc1 | 1
CC(C)Cc1ccc(-c2cc(=O)[nH][nH]2)cc1 | -7
Nc1c(S(=O)(=O)Cc2ccc(Cl)cc2)sc2nc3c(cc12)CCCC3 | 10
C[C@H]1CN([C@@H](C)CO)C(=O)c2cccc(NS(C)(=O)=O)c2O[C@H]1CN(C)Cc1ccc(C(=O)Nc2ccccc2N)cc1 | -11
O=C(Nc1ccccc1C(=O)NCc1cccnc1)c1ccc(Cl)cc1Cl | 19
O=C(Nc1ccc(I)cc1C(=O)NCCN1CCOCC1)c1cccnc1 | 8
CS(=O)(=O)N(CC(=O)Nc1cccc([N+](=O)[O-])c1)c1ccc2c3c(cccc13)CC2 | 30
CC1(C)Cc2ccccc2CN1C(=O)c1ccccc1 | -22
Nc1cc(N)nc(SCC(=O)Nc2ccc(Oc3ccccc3)cc2)n1 | 2
CNC[C@H]1OCCCC[C@@H](C)Oc2ccc(NS(=O)(=O)c3ccc(F)cc3)cc2C(=O)N([C@H](C)CO)C[C@@H]1C | 44
Cc1noc(C)c1NC(=O)Nc1ccc2c(c1)C(=O)N([C@@H](C)CO)C[C@@H](C)[C@@H](CN(C)S(C)(=O)=O)O2 | -7

12 structures already listed, sorted by formula weight, rising.
SMILES | U2OS ROS induce
CC(C)Cc1ccc(-c2cc(=O)[nH][nH]2)cc1 | -7
CC1(C)Cc2ccccc2CN1C(=O)c1ccccc1 | -22
Cc1oc(-c2ccccc2Cl)nc1CSCC(=O)O | -10
Nc1cc(N)nc(SCC(=O)Nc2ccc(Oc3ccccc3)cc2)n1 | 2
O=C(Nc1ccccc1C(=O)NCc1cccnc1)c1ccc(Cl)cc1Cl | 19
CS(=O)(=O)N(CC(=O)Nc1cccc([N+](=O)[O-])c1)c1ccc2c3c(cccc13)CC2 | 30
O=C(Nc1ccc(I)cc1C(=O)NCCN1CCOCC1)c1cccnc1 | 8
Cc1noc(C)c1NC(=O)Nc1ccc2c(c1)C(=O)N([C@@H](C)CO)C[C@@H](C)[C@@H](CN(C)S(C)(=O)=O)O2 | -7
CNC[C@H]1OCCCC[C@@H](C)Oc2ccc(NS(=O)(=O)c3ccc(F)cc3)cc2C(=O)N([C@H](C)CO)C[C@@H]1C | 44
C[C@@H]1CN([C@@H](C)CO)C(=O)c2cc(NC(=O)CCN3CCOCC3)ccc2O[C@@H]1CN(C)Cc1ccc2c(c1)OCO2 | -10
C[C@@H]1CN([C@H](C)CO)C(=O)Cc2cc(NS(=O)(=O)c3cn(C)cn3)ccc2O[C@@H]1CN(C)Cc1ccc2c(c1)OCO2 | 1
C[C@H]1CN([C@@H](C)CO)C(=O)c2cccc(NS(C)(=O)=O)c2O[C@H]1CN(C)Cc1ccc(C(=O)Nc2ccccc2N)cc1 | -11

The results go on:
SMILES | U2OS ROS induce
C[C@H](CO)N1C[C@H](C)[C@H](CN(C)C)Oc2ccc(NC(=O)NC3CCCCC3)cc2C1=O | 27
C[C@H]1CN([C@@H](C)CO)C(=O)Cc2cc(NS(=O)(=O)c3ccc(Cl)cc3)ccc2O[C@@H]1CN(C)Cc1ccc(C(F)(F)F)cc1 | 39
Cc1cc(C(=O)Nc2cccc3c2O[C@@H](CN(C)Cc2ccc(-c4ccccc4)cc2)[C@@H](C)CN([C@H](C)CO)C3=O)n(C)n1 | 20
COc1ccc(S(=O)(=O)Nc2ccc3c(c2)C(=O)N([C@H](C)CO)C[C@H](C)[C@H](CN(C)C(=O)Nc2ccc(C(F)(F)F)cc2)OCCCC[C@@H](C)O3)cc1 | ?
Cc1noc(C)c1S(=O)(=O)N(C)C[C@H]1Oc2ccc(NS(C)(=O)=O)cc2CC(=O)N([C@H](C)CO)C[C@H]1C | -3
COc1ccc(OC)c(S(=O)(=O)NCc2cn3ccccc3n2)c1 | -8
COc1cccc(-c2cnc3c(c2)C(=O)N([C@H](C)CO)C[C@H](C)[C@H](CN(C)S(=O)(=O)c2cccc(OC)c2)O3)c1 | 44
O=C(N/N=C/c1cc(Br)cc([N+](=O)[O-])c1O)c1ccccn1 | -11
CC(C)(C)N1CCN(C(C)(C)C)C1=O | -6
Cc1cc(C)c(NS(=O)(=O)c2ccc(NC(=O)c3nc4nc(C)cc(C(F)F)n4n3)cc2)c(C)c1 | -16
COc1ccc(S(=O)(=O)N(C)C[C@@H]2Oc3c(NS(C)(=O)=O)cccc3C(=O)N([C@H](C)CO)C[C@H]2C)cc1 | -2
CCn1cc2c(n1)-c1c(oc(C(=O)Nc3ccc(Cl)cc3)c1C)CC2 | -13
C[C@H]1CN([C@@H](C)CO)C(=O)c2cc(NS(=O)(=O)c3ccccc3)ccc2O[C@H]1CN(C)Cc1ccc(C(=O)O)cc1 | -13
CC(C)NC(=O)Nc1ccc2c(c1)CC(=O)N([C@@H](C)CO)C[C@H](C)[C@@H](CN(C)CC1CCCCC1)O2 | 5
COc1ccc(CN(C)C[C@H]2Oc3c(NC(=O)c4ccncc4)cccc3C(=O)N([C@@H](C)CO)C[C@@H]2C)cc1 | 19
COc1ccc(OC)c(NC(=O)c2ccc(CSc3nnc(C)s3)cc2)c1 | 14
C[C@H](CO)N1C[C@H](C)[C@H](CN(C)C(=O)Nc2cccc3ccccc23)Oc2ccc(NC(=O)Cn3cnnn3)cc2C1=O | -1
C[C@@H]1CN([C@@H](C)CO)C(=O)c2cc(NC(=O)Nc3ccc4c(c3)OCO4)ccc2O[C@@H]1CN(C)Cc1ccc(Oc2ccccc2)cc1 | 10
CNC[C@H]1OCCCC[C@@H](C)Oc2ccc(NC(=O)Nc3c(C)noc3C)cc2C(=O)N([C@H](C)CO)C[C@@H]1C | 16
O=C(/C=C/c1ccccc1)c1ccc(O[C@@H]2O[C@H](CO)[C@@H](O)[C@H](O)[C@H]2O)cc1O | -12
C[C@@H]1CN([C@@H](C)CO)C(=O)c2cccc(NC(=O)CCCCCC(=O)Nc3ccccc3N)c2O[C@H]1CN(C)Cc1ccc(Oc2ccccc2)cc1 | 133*
COc1ccc(F)cc1S(=O)(=O)Nc1cccc(S(=O)(=O)N2CC3(C)CC2CC(C)(C)C3)c1 (stereo unspecified) | 2
CCCNC(=O)Cn1ncn2c(cc3sc(CC)cc32)c1=O | 6
C[C@H](CO)N1C[C@H](C)[C@H](CN(C)Cc2ccc(Oc3ccccc3)cc2)Oc2ccc(NC(=O)NC3CCCCC3)cc2CC1=O | 0
CC(C)c1ccc(NC(=O)CN(C)S(=O)(=O)c2ccc(F)cc2)cc1 | 15
O=C1CSc2ccccc2N1Cc1ccc(Cl)cc1 | 3
Cc1noc(C)c1S(=O)(=O)N(C)C[C@@H]1Oc2ccc(NC(=O)Nc3ccccc3)cc2CC(=O)N([C@H](C)CO)C[C@@H]1C | -7
NC(=O)[C@@H]1[C@H]2C(=O)O[C@H](c3ccccc3)[C@H](c3ccccc3)N2[C@H](c2ccc(OCCO)cc2)[C@@]12C(=O)Nc1ccccc12 | 26
COC(=O)C[C@H]1C(C)(C)C(=O)[C@@H]2C[C@@]3(O)C4=CC(=O)O[C@@H](c5ccoc5)[C@]4(C)CCC3[C@@]1(C)C2=O (stereo partly specified) | -6
CNC[C@H]1Oc2ccc(NS(C)(=O)=O)cc2C(=O)N([C@@H](C)CO)C[C@H]1C | -8
COC(=O)c1c(-c2c(Cl)cccc2Cl)noc1C(=O)NN | -18
COc1ccc(S(=O)(=O)Nc2ccc3c(c2)C(=O)N([C@H](C)CO)C[C@@H](C)[C@H](CN(C)S(=O)(=O)c2ccc(F)cc2)O3)cc1 | -9
O=c1c(O)c(-c2cc(O)c(O)c(O)c2)oc2cc(O)cc(O)c12 | 3
C[C@@H]1CN([C@@H](C)CO)C(=O)c2cc(NC(=O)Nc3ccccc3)ccc2O[C@@H]1CN(C)Cc1ccc(C(=O)O)cc1 | -7
C[C@@H]1CN([C@@H](C)CO)C(=O)c2cccc(NC(=O)C3CCOCC3)c2O[C@H]1CN(C)Cc1ccc(Oc2ccccc2)cc1 | 73
CCn1c(NCCCO)nc2ccccc21 | -6
COc1cccc(-c2cnc3c(c2)C(=O)N([C@H](C)CO)C[C@H](C)[C@H](CN(C)C)O3)c1 | 14
Cc1noc(C)c1S(=O)(=O)Nc1ccc2c(c1)C(=O)N([C@H](C)CO)C[C@H](C)[C@@H](CN(C)S(=O)(=O)c1cccs1)O2 | -4
CC(=O)c1cccc(N(CC(=O)Nc2ccccc2C(F)(F)F)S(C)(=O)=O)c1 | 20
O=C(Oc1cccc(NC(=O)c2cccs2)c1)c1cccc(S(=O)(=O)N2CCOCC2)c1 | 47
C=CCn1c(=O)c2c(nc3n2CCN3c2ccc(F)cc2)n(C)c1=O | 48
C[C@H](CO)N1C[C@H](C)[C@H](CN(C)Cc2ccc(C(=O)O)cc2)Oc2ccc(NC(=O)CCC(F)(F)F)cc2C1=O | -5
C=CCn1c(SCC(=O)O)nnc1-c1cccc(C)c1 | -9
COc1ccc(NC(=O)N(C)C[C@H]2Oc3ccc(NC(=O)Nc4ccc(C(F)(F)F)cc4)cc3C(=O)N([C@@H](C)CO)C[C@@H]2C)cc1 | 11
C[C@@H]1CN([C@@H](C)CO)C(=O)c2cccc(NS(=O)(=O)c3ccccc3)c2O[C@H]1CN(C)C(=O)Nc1ccccc1 | -11
CN([NH2+][O-])c1cc(O)ccc1O | -7
CC(C)NC(=O)Nc1ccc2c(c1)CC(=O)N([C@@H](C)CO)C[C@@H](C)[C@@H](CN(C)C(=O)Nc1ccc(C(F)(F)F)cc1)O2 | 3
COc1ccc(S(=O)(=O)N(C)C[C@@H]2Oc3ccc(NS(=O)(=O)c4cn(C)cn4)cc3C(=O)N([C@@H](C)CO)C[C@@H]2C)cc1 | -2
C[C@H]1CN([C@@H](C)CO)C(=O)c2cc(NC(=O)C3CCCCC3)ccc2O[C@H]1CN(C)Cc1ccc2c(c1)OCO2 | -6
N#Cc1cccc(C(=O)Cc2cccc(Oc3ccccc3)c2)c1 | -4
FC(F)(F)Oc1ccc(OCc2n[nH]c(=S)o2)cc1 | 1
CC(=O)N[C@H]1[C@H](O[C@H]2CC[C@@]3(C)C(CC[C@]4(C)C3CC=C3[C@@H]5CC(C)(C)CC[C@]5(C(=O)OC5OCC(O)C(O)C5O)C(O)C[C@]34C)C2(C)C)O[C@H](COC2OCC(O)C(OC3OCC(O)C(O)C3O)C2O)[C@@H](O[C@@H]2O[C@@H](C)[C@H](O)[C@@H](O)[C@H]2O[C@@H]2O[C@@H](C)[C@H](O)[C@@H](O)[C@H]2O)[C@@H]1O (stereo partly specified) | -9
C=CCN1CCc2c(cc(O)c(O)c2Cl)C(c2ccccc2)C1 (stereo unspecified) | -7
C[C@H](CO)N1C[C@H](C)[C@H](CN(C)C(=O)Nc2ccc(F)cc2)Oc2ccc(NC(=O)CCC(F)(F)F)cc2CC1=O | 10
C[C@H]1CN([C@@H](C)CO)C(=O)c2cc(NC(=O)Nc3ccc(C(F)(F)F)cc3)ccc2O[C@@H]1CN(C)Cc1ccc(Cl)c(Cl)c1 | 2
COC(=O)CSc1nc(N(C)C)nc(N(C)C)n1 | -2
C[C@H](CO)N1C[C@H](C)[C@@H](CN(C)C(=O)Nc2ccc(F)cc2)Oc2ccc(NC(=O)c3ccncc3)cc2C1=O | 10
COc1ccc(S(=O)(=O)N(C)C[C@H]2OCc3cn(nn3)CCCC(=O)N([C@H](C)CO)C[C@H]2C)cc1 | 10
C[C@@H]1CN([C@H](C)CO)C(=O)Cc2cc(N(C)C)ccc2O[C@H]1CN(C)C(=O)Nc1ccc(C(F)(F)F)cc1 | 12
Cn1c(SCC(=O)Nc2ccc(I)cc2)nnc1-c1ccc(Cl)cc1 | -30
(next part)
SMILES | U2OS ROS induce
C[C@H](CO)N1C[C@H](C)[C@H](CN(C)C(=O)c2ccc(N3CCN(C)CC3)cc2)OCc2cn(nn2)CCCC1=O | -2
S=c1[nH]nc(-c2cccnc2)n1C1CCCCC1 | 44
Cc1noc(C)c1NC(=O)N(C)C[C@H]1Oc2ccc(NC(=O)Nc3ccccc3)cc2CC(=O)N([C@@H](C)CO)C[C@@H]1C | -11
O=C(Oc1ccc2c(=O)c(-c3ccccc3)coc2c1)N1CCOCC1 | 4
CC(C)NC(=O)N(C)C[C@@H]1Oc2ccc(NC(=O)CCCCCC(=O)Nc3ccccc3N)cc2C(=O)N([C@H](C)CO)C[C@@H]1C | -6
O=C(/C=C/c1ccccc1)OC[C@H]1O[C@@H](O[C@@H]2CC(C(=O)O)=C[C@@H](O)[C@H]2O)[C@H](O)[C@@H](O)[C@@H]1O | -6
C[C@@H]1CN([C@@H](C)CO)C(=O)Cc2cc(NS(C)(=O)=O)ccc2O[C@@H]1CN(C)S(C)(=O)=O | 1
C[C@@H]1CN([C@H](C)CO)C(=O)c2cccc(NS(=O)(=O)c3ccc(F)cc3)c2O[C@H]1CN(C)S(=O)(=O)c1ccccc1 | -1
CCOC(=O)c1c(NC(=O)CSc2ncn[nH]2)sc2c1CCC2 | 17
CC(=O)N1CCOc2cc(S(=O)(=O)N(C)Cc3ccccc3)ccc21 | -8
Cc1cc(C(=O)Nc2cccc3c2O[C@@H](CN(C)S(=O)(=O)c2ccc(F)cc2)[C@H](C)CN([C@H](C)CO)C3=O)n(C)n1 | 2
O=C(N/N=C/c1ccc(-c2cccc(Cl)c2)o1)c1ccccc1O | -3
C[C@H]1CN([C@@H](C)CO)C(=O)Cc2cc(NC(=O)Cc3cn(C)c4ccccc34)ccc2O[C@@H]1CN(C)S(=O)(=O)c1cn(C)cn1 | -4
C[C@H]1CN([C@@H](C)CO)C(=O)Cc2cc(NC(=O)c3ccncc3)ccc2O[C@@H]1CN(C)S(C)(=O)=O | -8

Bioassay records from PubChem BioAssay.

Not all compounds are listed; the hit share may differ from the screen's.
